GoLoco inh red = RGS12 GoLoco-Gai1 interaction inhibition; P63096; Gai1:RGS12 GoLoco peptide FP, rhodamine, 10 min; Potency, µM (titrated, usually from 61.6 µM), inactives show at the top dose activity, negative = inhibition, most hits filed as inhibitors; 230,000 tested, 0.44% active; AID 880; active = well fitted inhibition curve with a large enough effect, not every such curve was filed as active; inactive = no such curve, though single readings can be large or run the other way; note: % is set by controls: 0 for no effect and ±100 for the full control effect; nearly all actives have a fitted effect of over 30% in size; many of its hits are not listed in these tables
Target sequence (P63096 whole entry, looked up): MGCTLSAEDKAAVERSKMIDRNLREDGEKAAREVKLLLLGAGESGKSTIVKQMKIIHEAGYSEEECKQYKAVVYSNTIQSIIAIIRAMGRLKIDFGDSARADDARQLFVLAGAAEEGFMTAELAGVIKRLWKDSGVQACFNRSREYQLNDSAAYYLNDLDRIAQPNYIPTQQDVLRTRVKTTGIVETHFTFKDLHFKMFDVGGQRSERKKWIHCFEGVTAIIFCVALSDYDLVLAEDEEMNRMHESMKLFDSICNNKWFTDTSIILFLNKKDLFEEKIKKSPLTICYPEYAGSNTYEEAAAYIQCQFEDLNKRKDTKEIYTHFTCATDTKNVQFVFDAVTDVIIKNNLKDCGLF
IMPase Li cell = cell-permeable IMPase inhibitors with lithium potentiation | AID 1457 | CHO-M1 cells, IP1 TR-FRET (IP-One), carbachol + lithium | Potency, µM (highest dose often 59.4 µM), inactives show at the top dose activity, negative = IMPase inhibition, usual class: inhibitors | 210,000 tested, 0.35% active;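 note: IP1 builds up when IMPase is blocked and the TR-FRET signal falls; plate controls were basal vehicle for no effect and high inhibitor control for full effect; nearly all actives have a fitted effect of over 50% in size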
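Lithium-sensitised IP1 accumulation assay; M1-expressing CHO cells treated 30 min at 37C with compound. Competitive antibody detection by time-resolved FRET followed a 10 min room-temperature lysis step.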
aGlu spleen mod = inhibitors or activators of human alpha-glucosidase in spleen homogenate. human spleen homogenate, 4-MU-alpha-glucoside fluorescence. P10253. Potency, µM (series often up to 79.9 µM), for the others: at the top dose activity change, negative = inhibition, hits mostly inhibitors. 240,000 tested, 0.006% active. AID 2112;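 note: 0% = enzyme with vehicle and -100% = no enzyme basal signal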
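Enzyme source: human spleen homogenate, 1 ug/well. Buffer 50 mM citric acid/K phosphate pH 5.0, 0.01% Tween-20. 4-MU-alpha-glucoside 1 mM; 37 C x 40 min; NaOH/glycine stop; fluorescence.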
GAA glycogen mod = inhibitors or activators of human alpha-glucosidase glycogen cleavage; recombinant GAA, glycogen substrate, Amplex Red glucose oxidase fluorescence; AID 2100; Potency, µM (highest dose often 76.4 µM), for inactives: at the highest dose activity change, negative = inhibition, hits mostly inhibitors; 300,000 tested, 0.38% active; P10253;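 note: 0% = full enzyme reaction and -100% = no-enzyme basal signal; the screen sought inhibitors and activators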
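qHTS, 1536-well; enzyme 4 nM final; cpd up to 77 uM; substrate bovine liver glycogen 30 ug; 50 mM citrate/phosphate pH 5.0, 0.01% Tween-20; 37 C, 40 min; Amplex Red detection 45 min RT; Hill fit → AC50.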
GAA inh = inhibitors of human lysosomal alpha-glucosidase. purified human GAA, 4-MU-alpha-glucoside fluorescence. Potency, µM (titrated, usually from 76.9 µM), for the others: at the highest dose activity change, negative = inhibition, usual class: inhibitors. 200,000 tested, 0.005% active. AID 1466;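 note: plate controls were uninhibited enzyme wells for no effect and no-enzyme background for full effect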
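Read-out is 4-methylumbelliferone fluorescence (Ex 365/Em 440 nm) after NaOH/glycine stop at pH 10. Enzyme 4 nM, substrate 400 uM, pH 5.0 citrate buffer, 20 min room temperature; AC50 from Hill-equation concentration-response.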
HttQ103 aggreg = mutant huntingtin aggregation inhibition. 220,000 tested, 1.1% active. AID 1688. Potency, µM (top dose mostly 46.1 µM), without a hit: at the highest dose activity change, negative = inhibition, hits mostly inhibitors. PC12 HttQ103-GFP aggregates, Acumen cytometry, 40 h; note: % is set by controls: 0 for no effect and ±100 for the full control effect; nearly all actives have a fitted effect of over 60% in size
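Multiplexed with ATP-based cell death, this channel scores GFP aggregates in PC12 cells expressing inducible HTTex1-Q103-GFP. Induction used 100 nM tebufenozide; compounds were tested in concentration series.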
HTT ATP protect = cytoprotection in Huntington HTT-Q103 PC12 cell model; 230,000 tested, 0.14% active; Potency, µM (titrated, usually from 56.4 µM), for inactives: cytoprotection (ATP increase), most hits filed as activators; PC12 HTT-Q103 induced, cytoprotection, ATP luminescence, 40 h;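 note: % of control where 0% means no effect; nearly all actives have a fitted effect of over 45% in size; toxic huntingtin expression switched on by the ecdysone agonist tebufenozide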
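Rat PC12, Q103 Htt exon1-GFP fusion, ecdysone promoter; tebufenozide inducer 100 nM final; compound titration; qHTS, 1500 cells/well; ATPlite luminescent read.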
Starred values were filed as active, the others as inactive; ? = inconclusive; · = no result given; & = joins results of further samples; [ ] = remark or other dose. Unless noted, calls come from the whole dose curve; as a rule, active = well fitted curve in the direction sought with a large enough effect; inconclusive = small, poorly fitted or top-dose-only effect, or another doubt; inactive = no such curve, though single readings can be large; an effect the other way counts as inactive or inconclusive. Potency is the fitted concentration of half-maximal effect. Only part of the results is shown; rates above refer to the full screens.

no.	compound	GoLoco inh red	IMPase Li cell	aGlu spleen mod	GAA glycogen mod
1	CC(C)C(=O)Nc1nnc(SCC(=O)NCc2cccs2)s1	-9%	-10%	0%	2%
2	O=C(CC1OC(=O)c2ccccc21)Nc1ccccc1N1CCOCC1 (configuration not stated)	9%	5%[38.3 µM]	3%	-2%
3	O=S(=O)(c1ccc2ccccc2c1)N(CC1CO1)c1ccccc1 (configuration not stated)	-3%	20%	0%	-11%
4	CCOC(=O)c1sc(NC(=O)Cn2nnc3sc4c(c3c2=O)CCCC4)nc1C	32%[activator]	4%[38.3 µM]	-7%	2%
5	O=C(O)CNC(=O)CC1S/C(=N/N=C2\CSC(=O)N2)NC1=O (configuration not stated)	4%	6%	1%	-4%
6	COc1cc2c(cc1NC(=O)CSc1nnc(COc3ccc(Cl)cc3)n1C)oc1ccccc12	12%	7%[38.3 µM]	-7%	-4%
7	CCOCCOC(=O)C1=C(C)N(C)C(=O)NC1c1cc(Cl)c(O)c(OCC)c1 (configuration not stated)	-15%	-1%	-4%	?
8	CN(CC(=O)Nc1ccc(F)cc1)C(=O)CSc1nc2ncc(Cl)cc2[nH]1	-1%	2%	-17%	2%

no.	GAA inh	HttQ103 aggreg	HTT ATP protect
1	?	12%	-7%[10 µM]
2	-7%	7%	-5%
3	-14%	8%[9.22 µM]	21%[10 µM]
4	-21%	7%	-10%
5	-2%	-4%	2%
6	-6%	-25%	-56%[inhibitor]
7	2%	-3%	13%[10 µM]
8	-8%	-10%	-13%

(next part)
no.	compound	GoLoco inh red	IMPase Li cell	aGlu spleen mod	GAA glycogen mod
9	Cc1ccccc1OCC(=O)Nc1nc(C)c(C(=O)N(C)C)s1	8%	-4%	-13%	1%
10	CN1C(=O)CC(Nc2cccc3cccc(N)c23)C1=O (configuration not stated)	-11%	16%	·	?
11	CNC(=O)c1cc2c(ccc3ccccc32)oc1=N	0%	-1%	-6%	1%
12	CCCc1cc(-c2n[nH]c(=S)n2Cc2ccccc2)cs1	7%	20%[38.3 µM]	-13%	?
13	COC(=O)c1ccc(NC(=O)C23CC4CC(C2)CC(n2cncn2)(C4)C3)cc1	4%	9%	-2%	0%
14	CN1CCN(c2ccc(NC(=O)CN3CCOCC3)cc2F)CC1	-3%	-4%	-4%	2%
15	CN(/N=C/c1ccncc1)c1cnc2ccccc2n1	10%	9%	-3%	1%
16	CON1C(=O)C(=O)N(OC)C(C)(C)C1(C)C	3%	0%	-10%	3%

no.	GAA inh	HttQ103 aggreg	HTT ATP protect
9	-1%	13%	·
10	-4%	?	-26%
11	7%	7%	30%[10 µM]
12	-4%	20%	6%
13	2%	?	·
14	4%	-2%	5%[10 µM]
15	-8%	2%	-20%[10 µM]
16	6%	9%	3%[10 µM]

Arranged by molar mass (ascending): nine of the compounds above.
no.	compound	GoLoco inh red	IMPase Li cell	aGlu spleen mod	GAA glycogen mod
16	CON1C(=O)C(=O)N(OC)C(C)(C)C1(C)C	3%	0%	-10%	3%
11	CNC(=O)c1cc2c(ccc3ccccc32)oc1=N	0%	-1%	-6%	1%
15	CN(/N=C/c1ccncc1)c1cnc2ccccc2n1	10%	9%	-3%	1%
10	CN1C(=O)CC(Nc2cccc3cccc(N)c23)C1=O (configuration not stated)	-11%	16%	·	?
12	CCCc1cc(-c2n[nH]c(=S)n2Cc2ccccc2)cs1	7%	20%[38.3 µM]	-13%	?
14	CN1CCN(c2ccc(NC(=O)CN3CCOCC3)cc2F)CC1	-3%	-4%	-4%	2%
5	O=C(O)CNC(=O)CC1S/C(=N/N=C2\CSC(=O)N2)NC1=O (configuration not stated)	4%	6%	1%	-4%
13	COC(=O)c1ccc(NC(=O)C23CC4CC(C2)CC(n2cncn2)(C4)C3)cc1	4%	9%	-2%	0%
7	CCOCCOC(=O)C1=C(C)N(C)C(=O)NC1c1cc(Cl)c(O)c(OCC)c1 (configuration not stated)	-15%	-1%	-4%	?

no.	GAA inh	HttQ103 aggreg	HTT ATP protect
16	6%	9%	3%[10 µM]
11	7%	7%	30%[10 µM]
15	-8%	2%	-20%[10 µM]
10	-4%	?	-26%
12	-4%	20%	6%
14	4%	-2%	5%[10 µM]
5	-2%	-4%	2%
13	2%	?	·
7	2%	-3%	13%[10 µM]

Following part
no.	compound	GoLoco inh red	IMPase Li cell	aGlu spleen mod	GAA glycogen mod
17	O=C(CSc1nc(O)cc(=O)[nH]1)Nc1ccc2c(c1)CCC2	1%	8%	2%	-15%
18	Cc1cccc(C)c1NC(=S)N(Cc1cccs1)C1CCCC1	8%	10%	-4%	-1%
19	Nc1cc(=O)[nH]c(SCC(=O)Nc2cc(S(=O)(=O)N3CCOCC3)ccc2Cl)n1	32%[activator]	-5%	3%	2%
20	Cc1ncc(CO)c(/C=N/NC(=O)c2cc(Br)ccc2O)c1O	0%	-6%	-5%	-15%
21	C/C(=N\NS(=O)(=O)c1ccc(Cl)c([N+](=O)[O-])c1)c1ccc(C)o1	0%	30%[38.3 µM]	0%	-4%
22	COc1cccc(C(=O)N2CCN(C(=O)c3cccs3)CC2)c1OC	-14%	4%[38.3 µM]	-8%	27%
23	C=CCNC(=O)c1onc(CSc2ccc(Cl)cc2)c1C(=O)NCC=C	1%	·	-3%	-3%
24	COC(=O)c1ccccc1NC(=S)NC(=O)COc1ccccc1Cl	8%	-8%[38.3 µM]	4%	-12%

no.	GAA inh	HttQ103 aggreg	HTT ATP protect
17	-3%	6%	3%[10 µM]
18	11%	-14%	-23%
19	0%	?	-23%
20	-13%	?	-132%[inhibitor]
21	-1%	2%	9%
22	-7%	-20%	4%
23	·	21%[9.22 µM]	-1%[10 µM]
24	?	?	-18%

Next part.
no.	compound	GoLoco inh red	IMPase Li cell	aGlu spleen mod	GAA glycogen mod
25	Cn1c(CNC(=O)c2cccs2)n[nH]c1=S	2%	-4%	4%	-9%
26	COc1ccc(-c2[nH]n(-c3ccc([N+](=O)[O-])cc3)c(=O)c2C=NCC2CCCO2)cc1 (configuration not stated)	-5%	8%	-2%	8%
27	Cc1ccc(CNn2cnnc2SCC(=O)NC(C)(C)C)cc1	6%	18%[38.3 µM]	6%	4%
28	Cc1nc(Nc2ccccc2C(F)(F)F)sc1C(=O)N(C)C	13%	-3%	-1%	-5%
29	COCCn1c(=O)cnc2cnc(OCc3ccccc3)nc21	7%	3%	-13%	·
30	Nc1ncnc(Oc2ccccc2F)c1[N+](=O)[O-]	5%	-1%	4%	21%
31	NCCc1nnc(SCC(N)=O)o1	-4%	-2%[38.3 µM]	1%	-8%
32	Cc1cccc2cc(CN(Cc3cccnc3)C(=O)c3ccncc3)c(=O)[nH]c12	9%	26%[38.3 µM]	-1%	-5%

no.	GAA inh	HttQ103 aggreg	HTT ATP protect
25	-12%	13%	·
26	·	-16%[9.22 µM]	-6%[10 µM]
27	0%	-2%	5%
28	8%	-19%	-16%
29	·	·	19%
30	-2%	15%	4%[10 µM]
31	0%	9%	15%
32	3%	-8%	-2%

(listing goes on)
no.	compound	GoLoco inh red	IMPase Li cell	aGlu spleen mod	GAA glycogen mod
33	Cc1nc(-c2ccccc2)ccc1C(=O)O	9%	-5%	2%	12%
34	Cc1ccc(NC(=O)c2cc3c(s2)CCCC3)cc1S(=O)(=O)Nc1ccccc1Cl	4%	9%	2%	-10%
35	COc1ccc(CSc2nnnn2C)cc1F	-2%	-5%[38.3 µM]	-8%	-1%
36	COc1ccc(CC(=O)NC(C)c2nnc(SCC(=O)c3ccc(OC)cc3)n2C)cc1 (configuration not stated)	13%	3%	-1%	14%
37	COc1ccc(N2C(=O)CC(NNC(=O)c3ccc(Br)s3)C2=O)cc1 (configuration not stated)	4%	2%	-6%	?
38	CC(C)(C)c1ccc(C(=O)NCc2cccnc2)cc1	4%	-4%[38.3 µM]	0%	2%
39	CCOC(=O)Cc1ncccc1C(=O)Nc1ccc(OC)cc1	-3%	9%	-11%	-6%
40	O=c1[nH]cn[nH]1	1%	-9%	0%	-5%

no.	GAA inh	HttQ103 aggreg	HTT ATP protect
33	0%	0%	·
34	2%	?	-11%[10 µM]
35	-3%	-3%	-8%
36	0%	1%	-20%
37	1%	13%	-23%
38	-1%	?	-24%[10 µM]
39	1%	3%	18%[10 µM]
40	·	-12%[9.22 µM]	5%[10 µM]

Further results:
no.	compound	GoLoco inh red	IMPase Li cell	aGlu spleen mod	GAA glycogen mod
41	CSC1=NCCN1S(=O)(=O)c1ccc(Cl)cc1	-15%	10%	9%	-7%
42	COc1ccc(C(CC(=O)N2CCCC(C)C2)c2c(OC)cc(OC)c3ccc(=O)oc23)cc1 (configuration not stated)	4%	·	0%&-6%	-1%
43	CCN(CC(=O)NCc1ccc(F)cc1)C(=O)C1CCN(C(=O)Nc2ccccc2)CC1	-8%	24%[38.3 µM]	-3%	1%
44	OC(CC1CC12c1ccccc1-c1ncccc12)(c1ccccc1)c1ccccc1 (configuration not stated)	-1%	44%[activator][38.3 µM]	-2%	-4%
45	Cc1cccc(Cc2c(C)nc3c(C(=O)N4CCN(Cc5ccc6c(c5)OCO6)CC4)cnn3c2C)c1	27%	9%[38.3 µM]	-8%	-18%
46	N#Cc1cc(Oc2ccccc2)c(-n2nnc3ccccc32)cc1C#N	-2%	1%	0%	3%
47	C/C(N)=C(/C#N)C(=O)CSc1ccccc1F	4%	7%	5%	6%
48	Cc1nnc(N/N=C/c2cccs2)[nH]c1=O	14%	·	4%	5%
49	Cc1ccc2c(c1)nnn2C1CCN(S(=O)(=O)c2ccc(C(=O)NC3CCCC3)cc2)CC1	4%	-10%[38.3 µM]	1%	1%
50	Cc1ccc(CN2CCN(Cc3ccc(C)o3)[C@@H](C)C2)o1	1%[14.2 µM]	14%	·	·

no.	GAA inh	HttQ103 aggreg	HTT ATP protect
41	-4%	-2%	-18%
42	·	-12%[9.22 µM]	-9%[10 µM]
43	-19%	-2%	-13%[10 µM]
44	?	-22%	-21%
45	-6%	-21%	-61%[inhibitor]
46	0%	3%	17%[10 µM]
47	7%	6%	15%
48	·	-6%[9.22 µM]	-2%[10 µM]
49	-4%	3%	-19%
50	·	·	1%[10 µM]
